HTR5A ag ctr: counter-screen for OPRM1-OPRD1 agonists: human HTR5A agonism; HTR5A agonist assay, luminescence, cell-based; activation, % at 9.3 µM; hit rate 0.61% among 340,000; in the data active = activation mostly above about 9.5%, no sharp cut-off; inactive = mostly below about 7.6%;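 also: 0% = cells with vehicle only and 100% = reference agonist; strong numbers were not always called active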
HTR5A inv ctr: inverse agonist of human HTR5A in OPRM1-OPRD1 counter-screen. AID 504634. HTR5A cell line, luminescence, inverse agonism. hit rate 0.083% among 340,000. inhibition, % at 9.3 µM. P47898; in the data active = inhibition mostly above about 23%, no sharp cut-off; inactive = mostly below about 18%;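 also: 0% = cells with DMSO and 100% = no-cell wells with DMSO; some compounds called inactive have numbers as strong as hits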
OPRM1-OPRD1 ag: agonists of human mu-delta opioid receptor heterodimerization; cells, OPRM1-OPRD1 heterodimerization, luminescence; activation, % at 9.3 µM; hit rate 0.3% among 340,000; in the data active = activation above about 18%;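 also: 0% = vehicle-treated cells and 100% = reference agonist; values of inactives mirror those of a sister screen read the other way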
OPRM1-OPRD1 inv: mu-delta opioid heterodimer inverse agonism; P35372+P41143; cell-based MOR-DOR heterodimer luminescence; inhibition, % at 9.3 µM; hit rate 0.21% among 340,000; in the data active = inhibition above about 22%, passing the limit was not always enough;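 also: 0% = cells with DMSO and 100% = wells without cells with DMSO; values of inactives mirror those of a sister screen read the other way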
Mot1-301 SUMO: inhibitors of SUMOylation pathway: yeast Mot1-301 growth rescue. hit rate 1% among 320,000. growth rescue, % at 18.8 µM. S. cerevisiae Mot1-301 growth rescue, ATP luminescence, 38.5C; percent above DMSO median, 100 means doubled;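 active = every valid replicate shows activation above 250% relative to neutral control wells; inactive = the rest, any valid replicate at or below 250%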;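 also: OY570 slx delta 5 strain wells were the positive control but not used for scaling; some compounds called inactive have numbers as strong as hits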
AddAB inh: less growth of phage-infected E. coli with AddAB; E. coli expressing H. pylori AddAB, absorbance growth; inhibition, % at 11.9 µM; hit rate 0.29% among 330,000; in the data active = inhibition above about 12%;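 also: 0% = vehicle wells of infected cells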
E coli growth: reduces bacterial viability in AddAB counter-screen; E. coli V3065 growth, OD600 absorbance, 18 h; AID 449728; inhibition, % at 11.9 µM; hit rate 0.27% among 330,000;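 active = inhibition above the campaign's mean inhibition across all tested compounds plus 3 SD, cut at about 9.9% in these data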;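 also: uninfected addAB+ strain grown without phage in ampicillin broth; 0% = DMSO wells and 100% = ciprofloxacin 0.95 µg/ml wells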
phage Ecoli inh: E. coli growth loss with phage present | inhibition, % at 11.9 µM | AID 651602 | hit rate 0.26% among 360,000 | growth absorbance; in the data active = inhibition above about 11%
Pemphigus Ab inh: human desmoglein-3 autoantibody binding inhibition | P32926 | DSG3-coupled beads, scFv-anti-DSG3-GFP binding, flow cytometry; active compounds read low | binding (percent of control), % at 10 µM | hit rate 0.48% among 310,000;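 active = binding more than 3 SD below its plate's average and above zero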;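 also: hits lower antibody fragment binding to DSG3; some compounds called inactive have numbers as strong as hits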
Target sequence (P32926 whole entry, looked up, the tested form may be a part): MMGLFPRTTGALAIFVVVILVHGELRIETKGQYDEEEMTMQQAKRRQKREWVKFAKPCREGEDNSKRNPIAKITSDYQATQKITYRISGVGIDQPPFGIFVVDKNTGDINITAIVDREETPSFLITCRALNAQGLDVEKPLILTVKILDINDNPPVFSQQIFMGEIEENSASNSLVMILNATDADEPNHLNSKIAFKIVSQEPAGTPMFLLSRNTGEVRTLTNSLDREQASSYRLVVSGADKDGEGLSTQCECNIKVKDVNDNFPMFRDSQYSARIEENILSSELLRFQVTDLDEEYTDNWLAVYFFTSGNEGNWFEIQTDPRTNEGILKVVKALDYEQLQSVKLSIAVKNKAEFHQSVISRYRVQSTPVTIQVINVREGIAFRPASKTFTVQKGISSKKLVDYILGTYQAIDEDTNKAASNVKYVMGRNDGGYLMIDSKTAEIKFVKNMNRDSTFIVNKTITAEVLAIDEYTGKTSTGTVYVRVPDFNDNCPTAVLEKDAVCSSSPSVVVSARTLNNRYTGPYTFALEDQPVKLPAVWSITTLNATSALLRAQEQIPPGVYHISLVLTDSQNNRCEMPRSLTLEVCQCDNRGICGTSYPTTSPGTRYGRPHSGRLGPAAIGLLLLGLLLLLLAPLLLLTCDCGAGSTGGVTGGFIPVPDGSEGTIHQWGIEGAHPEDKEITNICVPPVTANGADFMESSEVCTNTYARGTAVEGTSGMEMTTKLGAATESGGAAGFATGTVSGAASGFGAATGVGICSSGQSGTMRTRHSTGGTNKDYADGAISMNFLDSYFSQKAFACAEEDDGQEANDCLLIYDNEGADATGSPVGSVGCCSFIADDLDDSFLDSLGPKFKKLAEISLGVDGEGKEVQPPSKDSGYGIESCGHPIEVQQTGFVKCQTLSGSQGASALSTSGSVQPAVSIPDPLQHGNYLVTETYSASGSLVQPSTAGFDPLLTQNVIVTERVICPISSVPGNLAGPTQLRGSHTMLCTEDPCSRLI
PKA-R1A act: activators of PKA-R1A complex | P00514+P68181 | AID 504707 | activation, % at 11.4 µM | PKA-R1A dissociation, Cy5-IP20 fluorescence polarization; scaled: DMSO 0%, 113 µM cGMP 100% | hit rate 0.083% among 340,000;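 active = percent activation above the mean of all tested compounds plus 3 SD, cut at about 19% in these data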;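 also: higher means more PKAc released from R1A so a rise in polarization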
PfHsp90 set2: inhibits growth of yeast expressing Plasmodium falciparum Hsp90 | S. cerevisiae expressing PfHsp90, BacTiter-Glo ATP, 48 h; yeast lacking PDR1 and PDR3 efflux regulators | inhibition, % at 9.4 µM | AID 504621 | hit rate 0.32% among 310,000;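 active = every replicate shows inhibition above about 80%, whatever the replicate mean, limit read from the data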;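 also: 0% = DMSO neutral controls and 100% = 20 µM radicicol positive controls; yeast relying on Plasmodium falciparum Hsp90 in place of its own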
* = called active by the depositor; nt = no result given.

nr	structure	HTR5A ag ctr	HTR5A inv ctr	OPRM1-OPRD1 ag	OPRM1-OPRD1 inv	Mot1-301 SUMO	AddAB inh
1	CC12C(=O)N(c3ccc(OC(=O)c4ccco4)cc3)C(=O)C1C1c3ccccc3C2c2ccccc21 (stereo not given)	2.6	5.7	1.0	-4.9	1.9	1.6
2	CCCC1S/C(=N/N=C/c2ccc(C)cc2)N(Cc2ccc(OC)cc2)C1=O (stereo not given)	-4.7	-16.4	-1.8	8.6	79.1	0.2
3	COc1ccccc1-c1ccc(SCc2ccc(F)cc2)nn1	9.5*	-26.2	0.4	-1.9	57.3	1.4
4	S=C(NCc1ccco1)NCc1ccco1	-3.8	14.8	-1.9	9.3	nt	nt
5	CC[C@@]1(C(=O)OC)N[C@H](CN(C)C(=O)Nc2ccc(C)cc2)[C@@H]2C(=O)N(C)C(=O)[C@@H]21	0.9	-3.3	-1.6	7.3	-8.7	3.0
6	Cc1ccc(NC(=O)NC(=O)CN2CCC(C(N)=O)CC2)c(C)c1	0.6	-29.1	-5.2	20.7	-5.9	3.5
7	CCC(C)NC(=O)C1CCN(S(=O)(=O)N2CCOCC2)CC1 (stereo not given)	0.2	-0.5	0.7	-3.8	nt	1.2
8	Oc1ccccc1C1Nc2cccc3cccc(c23)N1	-3.8	9.6	3.9	-16.4	-0.3	2.9
9	O=C(CNC(=O)c1ccccc1)NCc1ccc(Cl)cc1	-0.8	2.6	-1.5	7.9	-20.1	0.1
10	Cc1ccc(N(CC(=O)N2CCN(C3CCCCC3)CC2)S(=O)(=O)c2cccnc2)cc1	-0.9	6.1	-0.6	3.0	-5.7	0.2

nr	E coli growth	phage Ecoli inh	Pemphigus Ab inh	PKA-R1A act	PfHsp90 set2
1	-0.9	4.2	72.2	3.7	25.9
2	0.5	2.2	100.7	-7.0	6.0
3	0.2	4.6	104.0	1.5	0.9
4	nt	2.7	nt	-5.1	-0.8
5	1.2	3.1	103.7	-3.5	11.2
6	2.1	-0.9	107.1	-2.7	17.1
7	3.2	3.0	97.2	-13.1	10.1
8	1.7	1.5	97.2	-2.4	-43.5
9	-0.4	4.4	107.7	-16.5	24.1
10	-1.1	2.6	nt	-1.8	-1.2

Of the compounds above, these contain a carbonyl joined to an NH by a bond outside any ring:
nr	structure	HTR5A ag ctr	HTR5A inv ctr	OPRM1-OPRD1 ag	OPRM1-OPRD1 inv	Mot1-301 SUMO	AddAB inh
5	CC[C@@]1(C(=O)OC)N[C@H](CN(C)C(=O)Nc2ccc(C)cc2)[C@@H]2C(=O)N(C)C(=O)[C@@H]21	0.9	-3.3	-1.6	7.3	-8.7	3.0
6	Cc1ccc(NC(=O)NC(=O)CN2CCC(C(N)=O)CC2)c(C)c1	0.6	-29.1	-5.2	20.7	-5.9	3.5
7	CCC(C)NC(=O)C1CCN(S(=O)(=O)N2CCOCC2)CC1 (stereo not given)	0.2	-0.5	0.7	-3.8	nt	1.2
9	O=C(CNC(=O)c1ccccc1)NCc1ccc(Cl)cc1	-0.8	2.6	-1.5	7.9	-20.1	0.1

nr	E coli growth	phage Ecoli inh	Pemphigus Ab inh	PKA-R1A act	PfHsp90 set2
5	1.2	3.1	103.7	-3.5	11.2
6	2.1	-0.9	107.1	-2.7	17.1
7	3.2	3.0	97.2	-13.1	10.1
9	-0.4	4.4	107.7	-16.5	24.1

Remaining list, next part.
nr	structure	HTR5A ag ctr	HTR5A inv ctr	OPRM1-OPRD1 ag	OPRM1-OPRD1 inv	Mot1-301 SUMO	AddAB inh
11	Cc1nc(N)nc(C)c1Cc1ccccc1	3.7	4.9	-1.3	6.7	0.0	5.6
12	CCS(=O)(=O)N1CCC(c2nc3ccccc3[nH]2)CC1	-3.3	17.6	-2.9	14.9	-0.7	-0.5
13	CCN(CC)C(=O)C1CCCN(Cc2ccccc2F)C1 (stereo not given)	-2.8	-10.8	-3.0	15.0	-7.4	0.7
14	CC(C)CCNC(=O)C1CCN(S(=O)(=O)c2ccc(-n3cnnn3)cc2)CC1	9.9	-27.5	3.3	-20.4	0.3	4.9
15	N#Cc1nc(-c2ccccc2F)oc1N1CCCCC1	-1.5	5.5	-0.9	4.7	-12.9	1.7
16	CN(C)CCNc1nc2sc3c(c2c(=O)n1-c1ccc(F)cc1)CCCCC3	4.6	-11.3	-1.4	7.3	3.6	-1.1
17	OCCC1CN(Cc2cnc(-c3ccccc3)s2)CCN1Cc1ccccc1 (stereo not given)	2.6	-4.2	-0.7	3.2	-12.8	0.2
18	CCOC(=O)COn1c(=O)c(-c2ccc(Br)cc2)[n+]([O-])c2ccccc21	-2.9	10.8	0.0	0.2	-9.7	nt
19	Cc1cc(C)n2nc(SCc3nnc(SCc4ccccc4)s3)nc2n1	-3.9	-19.6	-2.9	16.6	-5.3	1.3
20	CCC(C)NC(=O)CSC1=Nc2ccccc2C2=NC(c3ccccc3)C(=O)N12 (stereo not given)	-7.2	16.9	-3.0	18.8	-11.6	1.6

nr	E coli growth	phage Ecoli inh	Pemphigus Ab inh	PKA-R1A act	PfHsp90 set2
11	2.3	3.2	103.3	-1.1	-20.9
12	-1.1	0.5	100.9	7.1	11.3
13	-0.8	3.0	nt	2.1	-20.9
14	1.9	0.6	95.3	-2.9	-39.4
15	-0.8	2.3	105.2	10.9	8.0
16	-3.2	-0.6	112.3	6.2	-2.7
17	0.9	4.5	103.4	7.7	-0.3
18	nt	1.8	105.0	5.1	-27.1
19	0.4	-0.3	103.7	-7.9	16.5
20	-2.2	2.2	nt	-14.4	67.7

Other results.
nr	structure	HTR5A ag ctr	HTR5A inv ctr	OPRM1-OPRD1 ag	OPRM1-OPRD1 inv	Mot1-301 SUMO	AddAB inh
21	O=C(Nc1ccc2c(c1)C(=O)N(CC1CCCO1)C2=O)c1ccc(Cl)c(Cl)c1 (stereo not given)	-6.9	16.4	0.5	-2.3	9.1	0.5
22	Cc1nc2c(ncn2-c2ccccc2)c(=O)n1NC(=O)CN1CCCCC1	-1.2	-3.0	-2.7	13.6	63.5	-1.4
23	O=C(NN=Cc1c(F)c(F)c(F)c(F)c1F)c1ccc(NS(=O)(=O)c2cccs2)cc1	2.0	-7.9	-2.5	12.2	-9.5	-1.9
24	CN(C)c1ccc(-c2nnn(CC(=O)N3c4ccccc4CCc4ccccc43)n2)cc1	3.1	-8.0	-1.8	10.2	107.0	0.9
25	CC(NC(=O)COc1ccc(-c2nnco2)cc1)c1ccc(Cl)cc1Cl (stereo not given)	5.2	-25.6	-1.2	5.3	39.9	0.2
26	O=S(=O)(c1ccc(F)cc1)N1CCCC(c2nc(-c3ccc(F)cc3)no2)C1 (stereo not given)	6.5	-19.2	1.0	-5.6	-9.8	3.2
27	COc1ccccc1NC(=O)C(=O)NCCC1CCCCN1S(=O)(=O)c1ccccc1 (stereo not given)	4.9	-14.9	-2.3	14.6	8.2	2.6
28	COc1ccc(-c2csc(NCc3ccco3)n2)cc1C	0.7	-2.0	-0.2	1.3	-12.4	2.9
29	O=C(CCCc1ccccc1)NCCS(=O)(=O)N1CCN(c2ccc(F)cc2)CC1	8.0	1.2	0.1	-0.7	0.8	-1.0
30	O=C(CN(C(=O)c1ccc(Cl)cc1)N1C(=O)C2CCCCC2C1=O)c1ccc(Cl)cc1 (stereo not given)	3.7	-3.3	1.3	-6.8	-10.0	0.1

nr	E coli growth	phage Ecoli inh	Pemphigus Ab inh	PKA-R1A act	PfHsp90 set2
21	1.3	1.1	110.6	-0.3	nt
22	-4.5	3.8	96.2	2.5	10.1
23	-0.6	1.7	115.2	-4.7	15.8
24	-0.2	5.2	94.3	9.3	-30.9
25	-0.3	4.0	104.5	-8.5	3.9
26	3.5	3.6	96.8	-5.8	-2.4
27	0.9	2.6	104.0	-2.2	-7.0
28	-0.2	nt	121.3	-0.1	-0.3
29	-0.8	-2.4	116.7	-13.4	nt
30	1.2	3.3	91.5	5.5	nt

(continued)
nr	structure	HTR5A ag ctr	HTR5A inv ctr	OPRM1-OPRD1 ag	OPRM1-OPRD1 inv	Mot1-301 SUMO	AddAB inh
31	CS(=O)(=O)c1ccc(NCC2CCCO2)c([N+](=O)[O-])c1 (stereo not given)	4.9	-13.9	-3.9	21.0	2.2	1.8
32	O=C1C2C3C=CC(C3)C2C(=O)N1c1ncc([N+](=O)[O-])s1 (stereo not given)	-0.8	3.0	-3.8	19.4	nt	nt
33	C/C(=N\NC(=O)Cn1c(-c2ccccn2)nc2ccccc21)c1cccc(O)c1	nt	nt	nt	nt	203.3	0.7
34	O=C(Nc1ccccc1Cl)NC1(C(=O)N2CCOCC2)CCCCC1	-3.7	-8.5	-1.4	9.0	46.7	3.1
35	N=c1sccn1CC(=O)NCCc1ccc(Cl)cc1Cl	-2.1	-25.6	-1.6	9.3	0.9	5.3
36	COc1cc(C(c2c(NC(=O)c3ccco3)sc(C)c2C)N2CCOCC2)cc(OC)c1OC (stereo not given)	-0.3	22.4	-0.8	3.9	nt	nt
37	CCCCNC(=S)N/N=C/c1cc(C)ccc1C	11.3	-1.8	3.9	-18.6	15.6	0.6
38	COc1cccc(C(CC(=O)O)NS(=O)(=O)c2ccc3c(c2)N(C(C)=O)CC(C)O3)c1 (stereo not given)	1.4	16.1	-1.4	7.3	-12.2	1.4

nr	E coli growth	phage Ecoli inh	Pemphigus Ab inh	PKA-R1A act	PfHsp90 set2
31	-3.3	3.0	112.2	1.7	7.9
32	nt	5.2	98.5	6.3	-21.9
33	-0.9	-1.1	94.3	1.4	-20.8
34	1.1	1.5	nt	5.2	-14.3
35	3.2	1.4	104.5	-4.8	18.3
36	nt	5.5	104.0	-5.1	-13.7
37	0.2	-0.8	80.8	-13.0	-37.0
38	-1.1	-0.1	nt	-5.6	-11.5

Only Pemphigus Ab inh, OPRM1-OPRD1 inv and AddAB inh, for some of the entries so far:
#	SMILES	Pemphigus Ab inh	OPRM1-OPRD1 inv	AddAB inh
32	O=C1C2C3C=CC(C3)C2C(=O)N1c1ncc([N+](=O)[O-])s1 (stereo not given)	98.5	19.4	nt
33	C/C(=N\NC(=O)Cn1c(-c2ccccn2)nc2ccccc21)c1cccc(O)c1	94.3	nt	0.7

Compound activity (PubChem)
